# Bioassay records (PubChem)
# HTT ATP protect: qHTS Multiplex Assay to Identify Dual Action Probes in a Cell Model of Huntington: Cytoprotection (ATP) | actives 0.14% (n = 230,000) | PC12 HTT-Q103 induced, cytoprotection, ATP luminescence, 40 h | Potency, µM (series often up to 56.4 µM), without a hit: cytoprotection (ATP increase), usual class: activators;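 also: potency is read from the fitted curve at half-maximal effect; % of control where 0% means no effect; nearly all actives have a fitted effect of over 45% in size; toxic huntingtin expression switched on by the ecdysone agonist tebufenozide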
#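 ATP quantification (ATPlite) reports survival of PC12 cells in which tebufenozide, 100 nM final, switches on Htt exon 1 with 103 glutamines linked to GFP; compounds are titrated.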
# aGlu spleen mod: qHTS Assay for Inhibitors and Activators of Human alpha-Glucosidase From Spleen Homogenate; Potency, µM (highest dose often 79.9 µM), for the others: top-dose activity change, negative = inhibition, hits mostly inhibitors; human spleen homogenate, 4-MU-alpha-glucoside fluorescence; actives 0.006% (n = 240,000); AID 2112, 2009; Lysosomal alpha-glucosidase (Homo sapiens), P10253;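 also: potency is read from the fitted curve at half-maximal effect; 0% = enzyme with vehicle and -100% = no enzyme basal signal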
#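 Compounds were titrated against alpha-glucosidase in spleen homogenate at pH 5.0, with 1 mM 4-methylumbelliferyl substrate for 40 min at 37 C. Reactions were quenched with pH 10 NaOH/glycine and fluorescence measured.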
# CBFb RUNX1 block: qHTS Assay for Compounds Blocking the Interaction Between CBF-beta and RUNX1 for the Treatment of Acute Myeloid Leukemia; Runt-related transcription factor 1 (Homo sapiens) + Core-binding factor subunit beta …; AlphaScreen CBFb-His/RUNX1-biotin binding, biochemical; Potency, µM (top dose mostly 59.8 µM), for the others: top-dose activity, negative = inhibition, usual class: inhibitors; 230,000 tested, under 10 active; AID 1477, 2009; also: % of control where 0% means no effect
# Target sequence (Q01196 whole entry, looked up): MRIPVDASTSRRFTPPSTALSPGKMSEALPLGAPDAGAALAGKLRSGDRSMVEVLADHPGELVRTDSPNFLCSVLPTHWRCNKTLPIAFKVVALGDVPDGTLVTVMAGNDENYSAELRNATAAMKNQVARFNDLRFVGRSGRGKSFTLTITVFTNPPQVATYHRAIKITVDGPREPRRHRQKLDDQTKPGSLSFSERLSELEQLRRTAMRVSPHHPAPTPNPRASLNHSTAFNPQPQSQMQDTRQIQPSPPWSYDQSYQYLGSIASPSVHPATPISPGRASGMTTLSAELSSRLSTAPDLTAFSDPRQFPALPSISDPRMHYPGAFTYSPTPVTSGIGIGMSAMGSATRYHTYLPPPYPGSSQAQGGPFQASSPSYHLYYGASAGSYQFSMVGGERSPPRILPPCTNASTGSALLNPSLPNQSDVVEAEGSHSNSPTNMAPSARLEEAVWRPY
# Target sequence (Q13951 whole entry, looked up): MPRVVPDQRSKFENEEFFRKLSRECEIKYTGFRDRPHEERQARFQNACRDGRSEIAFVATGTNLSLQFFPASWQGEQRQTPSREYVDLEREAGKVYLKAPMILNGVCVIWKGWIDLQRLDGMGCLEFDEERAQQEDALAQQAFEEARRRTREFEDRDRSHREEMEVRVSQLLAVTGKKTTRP
#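 CBF-beta (His) and RUNX1 (biotin), 30 nM each; 20 min preassociation; + compound, 15 min; + beads 50 ng each (Ni, streptavidin), 90 min; RT; AlphaScreen read.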
# HttQ103 aggreg: qHTS Multiplex Assay to Identify Dual Action Probes in a Cell Model of Huntington: Aggregate Formation (GFP); PC12 HttQ103-GFP aggregates, Acumen cytometry, 40 h; Potency, µM (top dose mostly 46.1 µM), for inactives: at the top dose activity change, negative = inhibition, actives largely listed as inhibitors; actives 1.1% (n = 220,000); also: potency is read from the fitted curve at half-maximal effect; % is scaled to controls: 0 for no effect and ±100 for the full control effect; nearly all actives have a fitted effect of over 60% in size
#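 PC12/HTTQ103-GFP, ecdysone-inducible; teb 100 nM; cpd qHTS titration; GFP aggregates read on laser cytometer, Ex 488/Em 500-530 nm.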
# GAA glycogen mod: qHTS Assay for Inhibitors and Activators of Human alpha-Glucosidase Cleavage of Glycogen. Lysosomal alpha-glucosidase (Homo sapiens), P10253. recombinant GAA, glycogen substrate, Amplex Red glucose oxidase fluorescence. Potency, µM (series often up to 76.4 µM), for the others: at the highest dose activity change, negative = inhibition, most hits filed as inhibitors. actives 0.38% (n = 300,000);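 also: potency is read from the fitted curve at half-maximal effect; 0% = full enzyme reaction and -100% = no-enzyme basal signal; the screen sought inhibitors and activators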
#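 qHTS, 1536-well; enzyme 4 nM final; cpd up to 77 uM; substrate bovine liver glycogen 30 ug; 50 mM citrate/phosphate pH 5.0, 0.01% Tween-20; 37 C, 40 min; Amplex Red detection 45 min RT; Hill fit → AC50.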
# GAA inhib: qHTS Assay for Inhibitors of Human alpha-Glucosidase as a Potential Chaperone Treatment of Pompe Disease; purified human GAA, 4-MU-alpha-glucoside fluorescence; Lysosomal alpha-glucosidase (Homo sapiens), P10253; Potency, µM (doses to about 76.9 µM), without a hit: at the top dose activity change, negative = inhibition, most hits filed as inhibitors; actives 0.005% (n = 200,000);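 also: potency is read from the fitted curve at half-maximal effect; plate controls were uninhibited enzyme wells for no effect and no-enzyme background for full effect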
#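 Fluorogenic assay: 4 nM human alpha-glucosidase with 400 uM 4-methylumbelliferyl-alpha-D-pyranoside in 50 mM citrate/phosphate, 0.005% Tween-20, pH 5.0, 20 min at room temperature. Compounds tested up to 77 uM; AC50 from Hill fits.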
# LMNA splice mod: qHTS Assay for Modulators of Lamin A Splicing; HeLa LMNA splicing GFP/RFP minigene ratio, 48 h; Potency, µM (doses to about 46.1 µM), without a hit: top-dose ratio change, negative = inhibition, hits mostly inhibitors; actives 0.01% (n = 200,000); AID 1487, 2009; active = well fitted inhibition curve with a large enough effect in the signal ratio, with a control signal flat, not every such curve was filed as active; inconclusive = small, poorly fitted or top-dose-only effect, or effect the other way, or a change in a side signal; the % refers to the signal ratio; also: potency is read from the fitted curve at half-maximal effect; % is scaled to controls: 0 for no effect and ±100 for the full control effect
#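 Read-out is the ratio of GFP to DsRed2 object intensity, acquired by 488 nm laser-scanning cytometry on HeLa lamin A-EGFP minigene reporter cells. Compound incubation 48 hrs at 37 °C in Opti-MEM with 2% FBS; DMSO 0.5% final.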
# * hit, by the source's call; u = inconclusive; x = no result given; & = joins results of further samples; [ ] = remark or other dose. Unless noted, calls follow the shape of the dose curve; as a rule, active = well fitted curve in the direction sought with a large enough effect; inconclusive = small, poorly fitted or top-dose-only effect, or another doubt; inactive = no such curve, though single readings can be large; an effect the other way counts as inactive or inconclusive.
SMILES,HTT ATP protect,aGlu spleen mod,CBFb RUNX1 block,HttQ103 aggreg,GAA glycogen mod,GAA inhib,LMNA splice mod
C=CC(N)=O,u,-1.2%&-3.7%,-4.1%&15.8%[21.7 µM],x,x,x,x
Oc1cc(Cl)c(Cl)c(Cl)c1,-65.4%[inhibitor],-7.0%,-3.8%[21.7 µM],x,x,x,x
CC(=O)Nc1ccccc1C(=O)OCc1cccc(F)c1,-16.6%,0.8%,11.4%,26.8%,-1.2%,u,6.2%[46 µM]
CS(=N)(=O)CC[C@H](N)C(=O)O (stereo not given in full),x,2.9%,-11.5%,x,x,x,u
CC1=C(C(=O)Nc2ccccc2)S(=O)(=O)CCO1,5.7%[10 µM],2.7%,9.2%,11.1%[9.22 µM],4.8%,x,x
Nc1c(C(=O)NCc2ccco2)c2nc3ccccc3nc2n1Cc1ccccc1,x,u,u,-20.2%,-2.5%,u,6.4%
COc1ccc(OC)c2c1CCC1NCCOC21 (stereo not given),x,-2.0%,-14.9%,-9.7%,0.4%,4.0%,4.4%
Cc1ccccc1-c1cncnc1NCCc1cnc[nH]1,28.2%,8.0%,x,x,x,x,10.1%
COC(=O)[C@]1(C)CC[C@@]2(C)CC[C@@]3(C)C4=CC=C5C(=CC(=O)C(O)=C5C)[C@@]4(C)CC[C@@]3(C)C2C1 (stereo not given in full),-342.3%[inhibitor],7.7%,9.0%,x,x,x,x
CC(C)N1C(=O)NC(=O)C2(Cc3cc([N+](=O)[O-])ccc3N(C)C2c2ccccc2)C1=O (stereo not given),27.5%[10 µM],-4.0%,-4.6%,-15.6%,1.0%,-8.6%,-8.0%
CC(=Nc1c(C)n(C)n(-c2ccccc2)c1=O)c1c(O)n(Cc2ccccc2)c(=O)[nH]c1=O,-13.4%,-1.9%,1.9%,15.4%,-9.9%,3.3%,6.8%
c1ccc2c(c1)CSc1ccccc1C2C1=NCCN1 (stereo not given),-12.0%[10 µM],7.3%,2.2%,18.6%,3.3%,5.5%,u
Oc1cccc2nc3ccccc3nc12,3.3%[10 µM],5.6%,-5.3%,-5.0%[9.22 µM],u,-10.5%,x
CCc1ccc(C(=O)NN(C(=O)c2cc(C)cc(C)c2)C(C)(C)C)cc1,-51.0%[inhibitor],-3.1%,11.0%,x,x,x,x
COc1cc(Br)cc(CN2CCN(C)CC2)c1O,-7.5%,2.7%,1.0%,2.4%,u,-11.9%,2.2%
C=CCCl,-9.8%,-7.5%,7.7%[21.7 µM],x,x,x,x
COc1nc(NCC2CCCO2)nc(N2CC3CC(C2)c2cccc(=O)n2C3)n1 (stereo not given),9.2%[10 µM],2.7%,7.3%,-12.4%[9.22 µM],-1.0%,x,x
CN1C[C@H](CNC(=O)OCc2ccccc2)C[C@@H]2c3cccc4c3c(cn4C)C[C@H]21,7.0%[1.9 µM],9.7%&1.5%&0.1%&-4.7%&13.0%,-14.2%,5.4%&-18.0%,3.8%,u,u
O=C(/C=C\c1ccc(Cl)cc1)N[C@@]12CCC(=O)[C@@H]3Oc4c(O)ccc5c4[C@@]31CCN(CC1CC1)[C@@H]2C5,5.7%,-7.0%,3.6%[21.7 µM],x,x,x,x
C=C(C)CN1CC[C@@]23c4c5ccc(O)c4O[C@H]2c2[nH]c4ccccc4c2C[C@]3(O)[C@@H]1C5,22.7%,-0.2%,1.5%[21.7 µM],x,x,x,x
O=C(C[N+]12CCC(CC1)C(CO)C2)c1ccc([N+](=O)[O-])cc1 (stereo not given),-14.0%,-1.5%,-3.1%,-16.1%,10.1%,-2.4%,u
OC1/C(=C/c2ccccc2F)N2CCC1CC2 (stereo not given),-7.5%,-1.9%,8.6%,-3.5%,1.1%,2.9%,x
CC1/C=C/C=C/CC/C=C/C=C/C=C/C=C/C(OC2OC(C)C(O)C(N)C2O)CC2O[C@](O)(CC(O)C(O)CCC(O)CC(O)CC(O)CC(=O)OC(C)C(C)C1O)CC(O)C2C(=O)O (stereo not given in full),-1.6%,-2.0%,u,x,x,x,x
CN1CCN(Cc2nc3ccccc3n2C)CC1,-3.1%,-1.2%,2.3%,14.8%,12.3%,-0.4%,-0.1%
CCCOP(=O)(OCCC)C(NC(=O)c1cc(OC)c(OC)c(OC)c1)c1ccccc1 (stereo not given),-1.2%[10 µM],-1.2%,2.1%,13.5%,2.8%,-7.7%,u

# Some entries already given, reduced to HTT ATP protect and aGlu spleen mod.
SMILES	HTT ATP protect	aGlu spleen mod
C=C(C)CN1CC[C@@]23c4c5ccc(O)c4O[C@H]2c2[nH]c4ccccc4c2C[C@]3(O)[C@@H]1C5	22.7%	-0.2%
CN1CCN(Cc2nc3ccccc3n2C)CC1	-3.1%	-1.2%

# A few values from the results shown.
# HTT ATP protect result of `CCCOP(=O)(OCCC)C(NC(=O)c1cc(OC)c(OC)c(OC)c1)c1ccccc1` (stereo not given) → -1.2%[10 µM]
# HttQ103 aggreg result of `CN1CCN(Cc2nc3ccccc3n2C)CC1` → 14.8%
# CBFb RUNX1 block result of `OC1/C(=C/c2ccccc2F)N2CCC1CC2` (stereo not given) → 8.6%
# HTT ATP protect result of `Oc1cccc2nc3ccccc3nc12` → 3.3%[10 µM]

# (next part)
SMILES,HTT ATP protect,aGlu spleen mod,CBFb RUNX1 block,HttQ103 aggreg,GAA glycogen mod,GAA inhib,LMNA splice mod
CNCCc1nc(N)n[nH]1,11.0%,-8.2%,1.2%,11.5%[9.22 µM],7.5%,-5.5%,-1.0%
Cc1ccc(P(=O)(O)c2ccc(C)cc2)cc1,-11.3%,-4.4%,-3.6%,16.8%,-0.6%,-0.4%,u
CN(C)CCc1nn[nH]n1,35.5%[10 µM],-14.8%,1.9%,11.4%,5.5%,3.0%,4.0%
CCCCC(C)C(OC(=O)CC(CC(=O)O)C(=O)O)C(CC(C)CC(O)CCCCC(O)CC(O)C(C)N)OC(=O)CC(CC(=O)O)C(=O)O (stereo not given),x,-13.5%,2.8%,4.0%,-10.2%,-12.4%[15.4 µM],0.0%
COc1ccc(C(O)c2cc(OC)ccc2OP(=O)(N(C)C)N(C)C)cc1 (stereo not given),28.6%[0.074 µM],-11.2%,2.2%,13.1%,-1.2%,4.2%,u
O=C(O)CP(=O)(O)c1ccc(Cl)cc1,-0.3%,-4.1%,0.9%,-11.0%,8.4%,5.1%,0.7%
Cc1[nH]n(-c2ccccc2)c(=O)c1C(c1cccc([N+](=O)[O-])c1O)c1c(C)[nH]n(-c2ccccc2)c1=O,12.2%[10 µM],-2.9%,1.8%,u,-1.1%,-7.4%,u
COc1ccc(CCNCc2ccccc2F)cc1OC,6.1%[1.9 µM],-5.5%,4.8%,-0.7%,-1.1%,-8.1%,-14.9%
CCOc1ccc(N=Cc2c(O)n(C(C)(C)C)c(=O)[nH]c2=O)cc1,15.1%,-1.0%,-5.2%,20.8%,-1.3%,0.2%,-5.0%
C=C1C2C[C@H](O)C(C)(C)[C@@]2(O)[C@H](O)C[C@]23C[C@@](C)(O)[C@H](CC[C@H]12)[C@H]3OC(C)=O (stereo not given in full),x,-3.9%,20.9%,-12.4%,1.8%,0.8%[15.4 µM],-5.3%
CC[N+](CC)(CC)CCOc1cccc(OCC[N+](CC)(CC)CC)c1OCC[N+](CC)(CC)CC,-47.3%[inhibitor],0.1%,6.4%,18.2%,x,x,u
Oc1ccc2ccccc2c1CN1CC=C(c2ccccc2)CC1,-10.7%[10 µM],-1.6%,10.6%,u,0.1%,u,-20.9%[46 µM]
O=NN1CCCCC1,-2.6%,-6.4%,17.2%[21.7 µM],x,x,x,x
NCCc1nc2ccccc2s1,-21.1%,1.7%,-5.6%,3.7%,10.3%,5.4%,18.5%[46 µM]
CC(=O)NC(Cc1ccc(N(CCCl)CCCl)cc1)C(=O)NC(CC(C)C)C(=O)O (stereo not given),11.5%[10 µM],-0.5%,0.1%,5.1%[9.22 µM],-0.2%,5.7%,x
CC1CCC2C(C)C(=O)OC3OC4(C)CCC1C32OO4 (stereo not given),6.4%[1.9 µM],3.6%,-2.3%[21.7 µM],x,4.2%,x,x
CCC(=NCCc1c[nH]c2ccccc12)c1c(O)n(C)c(=O)n(C)c1=O,-28.4%,-4.5%,1.8%,7.94µM*,5.4%,2.7%,u
CC(=NCc1ccc(F)cc1)c1c(O)n(C)c(=O)n(C)c1=O,-13.9%,-5.3%,1.2%,u,-5.5%,-10.6%,u
CC(=O)[C@@H]1CC[C@@H]2[C@@H]3CCC4=CC(=O)CC[C@@]4(C)[C@H]3CC[C@]21C,10.9%[40.3 µM],-6.2%[29.1 µM],6.4%[21.7 µM],x,x,x,u
CCN(CC)c1nc2c(C)cccn2c(=O)c1C=C1C(=O)NC(=O)NC1=O,-10.2%,-5.8%,9.0%,-20.4%,4.7%,-1.4%,x
CCC(=NCc1cc(OC)cc(OC)c1)c1c(O)n(C2CCCCC2)c(=O)[nH]c1=O,-8.5%[10 µM],-0.7%,-4.5%,-0.7%[9.22 µM],-1.0%,x,x
COc1cc([C@@H]2c3cc4c(cc3[C@H](O)C3COC(=O)[C@@H]32)OCO4)cc(OC)c1OC (stereo not given in full),x,12.0%,6.4%,x,x,x,u
COc1cc(/C=C/[N+](=O)[O-])ccc1O,x,-0.8%,9.4%[2.36 µM],25.1µM*,-18.1%,1.5%,u
CNC(=S)N(C)CCc1cc2c(c(OC)c1/C=C1/C(=O)NC(=O)N(C)C1=O)OCO2,0.2%[10 µM],5.9%,1.5%,-5.3%[9.22 µM],1.6%,-20.8%,x

# Of the compounds above, these have a tert-butyl group:
SMILES,HTT ATP protect,aGlu spleen mod,CBFb RUNX1 block,HttQ103 aggreg,GAA glycogen mod,GAA inhib,LMNA splice mod
CCc1ccc(C(=O)NN(C(=O)c2cc(C)cc(C)c2)C(C)(C)C)cc1,-51.0%[inhibitor],-3.1%,11.0%,x,x,x,x
CCOc1ccc(N=Cc2c(O)n(C(C)(C)C)c(=O)[nH]c2=O)cc1,15.1%,-1.0%,-5.2%,20.8%,-1.3%,0.2%,-5.0%

# Only part of the results is shown; rates above refer to the full screens.
